GoLoco inh red = inhibitors of human Gai1-RGS12 GoLoco interaction (red fluorophore); Potency, µM (highest dose often 61.6 µM), for the others: top-dose activity, negative = inhibition, actives largely listed as inhibitors; hit rate 0.44% among 230,000; P63096; Gai1:RGS12 GoLoco peptide FP, rhodamine, 10 min; active = well fitted inhibition curve with a large enough effect, not every such curve was filed as active; inactive = no such curve, though single readings can be large or run the other way; also: % is scaled to controls: 0 for no effect and ±100 for the full control effect; nearly all actives have a fitted effect of over 30% in size; many of its hits are not listed in these tables
Target sequence (P63096 whole entry, looked up): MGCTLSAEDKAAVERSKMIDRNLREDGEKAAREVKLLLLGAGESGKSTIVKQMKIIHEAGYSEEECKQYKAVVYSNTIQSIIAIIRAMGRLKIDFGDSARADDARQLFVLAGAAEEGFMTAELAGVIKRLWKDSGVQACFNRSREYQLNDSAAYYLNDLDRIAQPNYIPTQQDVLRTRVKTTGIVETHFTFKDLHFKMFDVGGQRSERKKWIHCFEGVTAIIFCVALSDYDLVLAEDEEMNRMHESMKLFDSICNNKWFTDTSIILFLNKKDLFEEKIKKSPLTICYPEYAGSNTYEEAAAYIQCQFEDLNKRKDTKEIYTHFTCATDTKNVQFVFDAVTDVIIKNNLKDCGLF
SMN2 splice enh = SMN2 splice variant enhancement. HEK293 SMN2-luciferase splicing reporter, luminescence, 30-36 h. Potency, µM (top dose mostly 46.1 µM), for inactives: top-dose activity change, positive = activation, hits mostly activators. hit rate 2.8% among 210,000. AID 1458; also: % of control where 0% means no effect; nearly all actives have a fitted effect of over 55% in size
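HEK293 cells carry an SMN2 […]–luciferase reporter in which exon 7 inclusion puts luciferase in frame. Cells were plated 10-12 h before compound addition, then incubated 30-36 h at 37C. ONE-Glo luminescence was read; sodium butyrate at 4.5 mM final served as control.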
aGal spleen mod = alpha-galactosidase A (human) modulation. human spleen homogenate, 4MU-alpha-Gal fluorescence, 40 min. Potency, µM (series often up to 80 µM), without a hit: at the highest dose activity change, negative = inhibition, hits mostly inhibitors. hit rate 0.008% among 240,000. AID 2107;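 also: 0% = enzyme with vehicle and -100% = no enzyme basal signal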
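qHTS titration in buffer at pH 5.0. Alpha-galactosidase activity in spleen homogenate was measured via 4-methylumbelliferone release from 1 mM fluorogenic substrate after 40 min at 37C and a pH 10 stop. AC50 came from Hill fits of control-normalized data.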
KDM4E inh = inhibitors of human JMJD2E histone demethylase; JMJD2E catalytic domain, FDH-coupled NADH fluorescence (FDH is formaldehyde dehydrogenase); B2RXH2; Potency, µM (highest dose often 57.1 µM), for inactives: at the top dose activity change, negative = inhibition, usual class: inhibitors; hit rate 1.6% among 230,000; active = well fitted inhibition curve with a large enough effect, not every such curve was filed as active; inconclusive = small, poorly fitted or top-dose-only effect, or another doubt; inactive = no such curve, though single readings can be large or run the other way;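 also: 0% = wells with enzyme and -100% = buffer wells without enzyme; nearly all actives have a fitted effect of over 50% in size; many of its hits are not listed in these tables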
GAA inh = alpha-glucosidase (human) inhibition. P10253. hit rate 0.005% among 200,000. Potency, µM (series often up to 76.9 µM), inactives show top-dose activity change, negative = inhibition, hits mostly inhibitors. purified human GAA, 4-MU-alpha-glucoside fluorescence. AID 1466;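 also: plate controls were uninhibited enzyme wells for no effect and no-enzyme background for full effect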
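Human enzyme at 4 nM with 400 uM 4-methylumbelliferyl-alpha-D-pyranoside, citrate/phosphate buffer pH 5.0, 0.005% Tween-20, 20 min at room temperature. Compounds up to 77 uM. 4-MU fluorescence (Ex 365/Em 440) read after NaOH/glycine stop; AC50 from Hill fit.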
GAA glycogen mod = GAA glycogen-cleavage inhibition or activation; recombinant GAA, glycogen substrate, Amplex Red glucose oxidase fluorescence; Potency, µM (titrated, usually from 76.4 µM), inactives show at the top dose activity change, negative = inhibition, hits mostly inhibitors; hit rate 0.38% among 300,000;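 also: 0% = full enzyme reaction and -100% = no-enzyme basal signal; the screen sought inhibitors and activators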
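Recombinant enzyme (4 nM final) with compounds titrated up to 77 uM and bovine liver glycogen (30 ug) in citrate pH 5.0, 0.01% Tween-20, 37 C 40 min. Released glucose detected by Amplex Red/glucose oxidase (Ex 573/Em 610); AC50 from Hill fits.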
ALDH1A1 block = ALDH1A1 (human) enzyme inhibition; hit rate 7.3% among 220,000; Potency, µM (doses to about 75.3 µM), for inactives: at the top dose activity, negative = inhibition, hits mostly inhibitors; AID 1030; Purified ALDH1A1, NADH fluorescence, propionaldehyde substrate; P00352; active = well fitted inhibition curve with a large enough effect, not every such curve was filed as active; inconclusive = small, poorly fitted or top-dose-only effect, or another doubt; inactive = no such curve, though single readings can be large or run the other way;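 also: plate controls were no enzyme wells and a reference inhibitor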
Target sequence (P00352 whole entry, looked up): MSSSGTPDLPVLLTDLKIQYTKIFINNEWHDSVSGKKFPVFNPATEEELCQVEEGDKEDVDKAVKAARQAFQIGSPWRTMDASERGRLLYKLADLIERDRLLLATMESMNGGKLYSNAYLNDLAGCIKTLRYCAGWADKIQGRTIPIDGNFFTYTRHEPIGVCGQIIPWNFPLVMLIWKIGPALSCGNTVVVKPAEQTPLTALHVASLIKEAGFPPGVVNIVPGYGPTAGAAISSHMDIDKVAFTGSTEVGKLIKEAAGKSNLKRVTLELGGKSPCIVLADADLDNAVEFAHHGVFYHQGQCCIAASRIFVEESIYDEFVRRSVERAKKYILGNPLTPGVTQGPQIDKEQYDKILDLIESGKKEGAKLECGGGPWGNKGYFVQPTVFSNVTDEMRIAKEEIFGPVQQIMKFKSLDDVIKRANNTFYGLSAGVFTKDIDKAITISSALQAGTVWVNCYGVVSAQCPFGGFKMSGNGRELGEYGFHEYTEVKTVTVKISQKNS
aGlu spleen mod = lysosomal alpha-glucosidase (human) modulation. P10253. Potency, µM (series often up to 79.9 µM), without a hit: top-dose activity change, negative = inhibition, actives largely listed as inhibitors. human spleen homogenate, 4-MU-alpha-glucoside fluorescence. AID 2112. hit rate 0.006% among 240,000;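 also: 0% = enzyme with vehicle and -100% = no enzyme basal signal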
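AC50 values come from Hill-equation fits of concentration-response data, normalized to no-enzyme and full-activity controls. Enzyme source: 1 ug human spleen homogenate; 1 mM fluorogenic 4-MU glucoside, pH 5.0 citrate buffer, 37 C, 40 min.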
Numbers without * were called inactive; u = inconclusive; x = no result given; [ ] = remark or other dose. Unless noted, calls follow the shape of the dose curve; as a rule, active = well fitted curve in the direction sought with a large enough effect; inconclusive = small, poorly fitted or top-dose-only effect, or another doubt; inactive = no such curve, though single readings can be large; an effect the other way counts as inactive or inconclusive. Potency is read from the fitted curve at half-maximal effect. An excerpt, so the mix of outcomes need not match the whole.

1) COc1ccccc1C(=O)N1CCN(c2cccc(Cl)c2)CC1
2) N#Cc1ccc(OCC(=O)NCCc2ccc(S(N)(=O)=O)cc2)cc1
3) COc1ccccc1N/N=C1\COC(C)(C)CC1=O
4) N#Cc1c(SCC(=O)O)nc(N2CCOCC2)c2c1CCCC2
5) CC(=O)NC(Cc1ccccc1C)C(=O)NC1CCN(C(=O)c2ccc(C)cc2)CC1 (configuration not stated)
6) CC1=NN(c2ccccc2)C(=O)/C1=C\c1cn(C)c2ccccc12
compound no.,1,2,3,4,5,6
KDM4E inh,-17%,7%,3%,-21%,-8%,-13%
GAA glycogen mod,14%,-2%,-9%,1%,-10%,0%
SMN2 splice enh,-6%,-5%,x,x,x,-3%
GoLoco inh red,10%,2%,4%,6%,8%,11%
aGal spleen mod,9%,-6%,0%,7%,-9%,7%
GAA inh,1%,8%,x,x,11%,-10%
aGlu spleen mod,-5%,-2%,-5%,6%,5%,3%
ALDH1A1 block,8%,-3%,x,x,1%,-5%

7) S=P(c1ccc(N2CCOCC2)cc1N1CCOCC1)(N1CCOCC1)N1CCOCC1
8) O=C(c1cc(Cl)cc(Cl)c1)N1CCN(c2cc(C(F)(F)F)nc3ccccc23)CC1
9) CC(=O)c1c(C)[nH]c(C(=O)Nc2ccc(C)c(S(=O)(=O)Nc3ccc(C)cc3C)c2)c1C
10) COc1ccc(NC(=O)C2CCN(C(=O)c3cccs3)CC2)cc1OC
11) COc1ccc(-n2c(=O)cnc3cnc(OC)nc32)cc1
12) N#CCCN(C(=O)COC(=O)c1ccc(CNS(=O)(=O)c2ccc(F)c(Cl)c2)cc1)c1ccc(F)cc1
compound no.,7,8,9,10,11,12
KDM4E inh,4%,8%,-11%,-6%,x,5%
GAA glycogen mod,1%,1%,-14%,-1%,x,-2%
SMN2 splice enh,-15%,x,x,-3%,x,-1%[1.84 µM]
GoLoco inh red,-10%,4%,2%,1%,2%,-4%
aGal spleen mod,10%,5%,8%,-8%,8%,-3%
GAA inh,-10%,x,x,-15%,x,-6%
aGlu spleen mod,-7%,-4%,-1%,-11%,-7%,-4%
ALDH1A1 block,28µM*,x,x,u,22µM*,7%

13) O=C(N/N=C/c1c(Cl)nc2ccccn2c1=O)c1cccnc1
14) Cc1cccc(-n2nc3c(c2NC(=O)c2ccco2)CS(=O)C3)c1C (configuration not stated)
15) O=C(Cc1ccc(Cl)cc1)NC1CC1
16) C/C(NCc1ccccc1)=C(\C#N)C(=O)NCc1ccccc1
17) Cc1n[nH]c(C)c1S(=O)(=O)N1CCOCC1
18) CN(C)c1ccc(/C=N/NC(=O)C2COc3ccccc3O2)o1 (configuration not stated)
compound no.,13,14,15,16,17,18
KDM4E inh,u,7%,-1%,5%,-3%,-25%
GAA glycogen mod,-9%,-7%,0%,1%,3%,-4%
SMN2 splice enh,x,26%,12%,8%,-7%,8%
GoLoco inh red,8%,10%,4%,0%,5%,-19%
aGal spleen mod,10%,-2%,1%,1%,0%,1%
GAA inh,0%[15.4 µM],2%,4%,-7%,-7%,-8%
aGlu spleen mod,2%,x,-1%,-5%,-7%,-3%
ALDH1A1 block,-7%,-6%,8%,13%,3%,22µM*

19) COC(=O)[C@@H]1C2CC3c4[nH]c5cc(OC)ccc5c4CCN3CC2C[C@H](OC(=O)c2cc(OC)c(OC)c(OC)c2)C1OC (some centres not stated)
20) Cc1ccc(NC(=S)NC2CC3CCC(C2)N3Cc2ccco2)c(C)c1 (configuration not stated)
21) COc1ccc(C)cc1NC(=S)NN1CCN(C)CC1
22) S=c1[nH]nc([C@@H]2C[C@H]2c2ccccc2)n1-c1ccccc1Cl
23) CCCCC(NC(=O)c1ccccc1)C(=O)OCC(=O)N1c2ccccc2Sc2ccccc21 (configuration not stated)
24) COc1ccccc1C(c1nnnn1C(C)(C)C)N1CCCc2ccccc21 (configuration not stated)
compound no.,19,20,21,22,23,24
KDM4E inh,u,5%,14%,-4%,4%,-1%
GAA glycogen mod,x,10%,8%,-14%,-2%,3%
SMN2 splice enh,-3%,-27%,0%,x,10%,10%
GoLoco inh red,9%,-4%,12%,8%,2%,1%
aGal spleen mod,9%,0%,-9%,-2%,10%,-11%
GAA inh,x,2%,4%,x,-3%,-4%
aGlu spleen mod,-12%,2%,-2%,1%,-12%,-2%
ALDH1A1 block,-10%,5%,-4%,x,40µM*,-7%

One compound at a time, from the list above. Order of screens: KDM4E inh	GAA glycogen mod	SMN2 splice enh	GoLoco inh red	aGal spleen mod	GAA inh	aGlu spleen mod	ALDH1A1 block
CCCCC(NC(=O)c1ccccc1)C(=O)OCC(=O)N1c2ccccc2Sc2ccccc21 (configuration not stated) is entered as 4%	-2%	10%	2%	10%	-3%	-12%	40µM*
O=C(c1cc(Cl)cc(Cl)c1)N1CCN(c2cc(C(F)(F)F)nc3ccccc23)CC1 is entered as 8%	1%	x	4%	5%	x	-4%	x
COc1ccccc1N/N=C1\COC(C)(C)CC1=O is entered as 3%	-9%	x	4%	0%	x	-5%	x

Continuation.
25) O=C(c1cccc(S(=O)(=O)N2CCOCC2)c1)N1CCCc2ccccc21
26) Nc1ccccc1-c1nnc(SCc2ccccc2F)[nH]c1=O
27) NC1=NC(c2ccc(Cl)cc2)C(C(=O)c2ccccc2)N1 (configuration not stated)
28) O=C1CCC(=O)N1c1ccccc1-c1ccccc1
29) Nc1cc(-c2ccc(Br)cc2)nn1Cc1ccccc1
30) Cc1ccc(Nc2nc(N)nc(CN3CCN(Cc4ccc5c(c4)OCO5)CC3)n2)cc1
compound no.,25,26,27,28,29,30
KDM4E inh,-4%,-1%,-1%,1%,-3%,-1%
GAA glycogen mod,2%,6%,1%,9%,-7%,-15%
SMN2 splice enh,-33%[inhibitor],5%,x,2%,x,-8%
GoLoco inh red,2%,12%,7%,-1%,7%,3%
aGal spleen mod,-3%,-5%,-3%,-4%,1%,2%
GAA inh,u,3%,x,-8%,u,-14%
aGlu spleen mod,2%,-11%,1%,-4%,-12%,3%
ALDH1A1 block,-1%,0%,x,5%,3%,u

Screen by screen, quoted from above:
Nos. 25 to 30 in ALDH1A1 block: -1%, 0%, x, 5%, 3%, u
Nos. 25 to 30 in GAA glycogen mod: 2%, 6%, 1%, 9%, -7%, -15%

Additional entries follow.
31) CC(C)C1N(S(=O)(=O)c2ccccc2)CCN1S(=O)(=O)c1ccccc1
32) COc1ccc(-n2cc(C(=O)Nc3cc([N+](=O)[O-])ccc3OC)c3ccccc3c2=O)cc1
33) Cc1ccccc1N1CC(C(=O)Nc2nnc(SCC(=O)Nc3nccs3)s2)CC1=O (configuration not stated)
34) O=C(NCc1cccc(Br)c1)C1CC(c2ccccc2C(F)(F)F)=NO1 (configuration not stated)
35) COc1ccc2nc(SCC(=O)Nc3ccc(S(=O)(=O)Nc4onc(C)c4C)cc3)[nH]c2c1
36) CCCOc1ccc(-c2nnn(CC(=O)N3CCCC(C)C3)n2)cc1 (configuration not stated)
compound no.,31,32,33,34,35,36
KDM4E inh,1%,-2%,1%,3%,-1%,-5%
GAA glycogen mod,-5%,11%,2%,-6%,-2%,0%
SMN2 splice enh,-6%,-25%,12%,x,-9%,x
GoLoco inh red,-6%,17%,27%,7%,4%,4%
aGal spleen mod,4%,0%,1%,3%,1%,-2%
GAA inh,-3%,-1%,8%,x,u,x
aGlu spleen mod,8%,-10%,-4%,-1%,-3%,-1%
ALDH1A1 block,-11%,-3%,16µM*,x,u,x

37) O=C(CSc1nc2ncccc2[nH]1)NCc1ccccc1
38) COC(=O)C1=C(C(=O)OC)SC2(S1)C(C(=O)OC)=C(C(=O)OC)SC1=C2c2cc(C)ccc2NC1(C)C
39) CS(=O)(=O)NCCCNc1ccc(C(F)(F)F)cc1[N+](=O)[O-]
40) CS(=O)(=O)N1CCC(C(=O)Nc2cc(Cl)cc(Cl)c2)CC1
41) O=C(N/N=C/c1ccc(OCc2ccccc2)cc1)c1ccc(O)cc1
42) O=S(=O)(NCCc1csc(-c2ccccc2)n1)c1cccnc1
compound no.,37,38,39,40,41,42
KDM4E inh,2%,-9%,-6%,-26%,-24%,-8%
GAA glycogen mod,-9%,-11%,-7%,-7%,3%,2%
SMN2 splice enh,-10%,x,x,-36%[inhibitor],18%,x
GoLoco inh red,4%,-5%,2%,2%,9%,-6%
aGal spleen mod,-2%,-2%,7%,-4%,3%,7%
GAA inh,-3%,-15%,x,-4%,-3%,x
aGlu spleen mod,-5%,-9%,0%,-8%,8%,-1%
ALDH1A1 block,-19%,8.9µM*,x,-8%,12%,x

43) CCOc1cccc2sc(Cl)nc12
44) Cc1ccccc1NC(=S)NNC(=O)c1ccoc1C
45) Cc1cccc(C)c1N=Cc1c(C(F)(F)F)[nH][nH]c1=O
46) COc1ccc(Cc2nnc(NS(=O)(=O)c3ccc(Cl)cc3)s2)cc1OC
47) CCn1c(Cc2ccc(OC)cc2)nnc1SCC(=O)NC1CCCCC1
48) c1ccc(Nc2ccnc(Nc3ccccc3)n2)cc1
compound no.,43,44,45,46,47,48
KDM4E inh,4%,1%,-5%,5%,-2%,-9%
GAA glycogen mod,5%,-28%,5%,4%,5%,-13%
SMN2 splice enh,15%,-1%,1%,x,-17%,x
GoLoco inh red,-5%,12%,10%,16%,0%,-1%
aGal spleen mod,-14%,-2%,3%,-6%,10%,0%
GAA inh,-3%,-1%,-2%,5%,5%,x
aGlu spleen mod,-4%,-3%,x,2%,-4%,-4%
ALDH1A1 block,u,8%,5%,u,-7%,x

49) CC(C)(CO)N=C1NS(=O)(=O)c2cc([N+](=O)[O-])ccc21
50) Cn1nc(C(F)(F)F)c(CN2CC(C)(C)C2=O)c1N1CCOCC1
51) CC(=O)c1cccc(NC(=O)NNC(=O)CCC(=O)Nc2ccc(C)c(C)c2)c1
52) O=C(CN1C(=O)CCC1=O)NNc1ccc2ccccc2c1
compound no.,49,50,51,52
KDM4E inh,2%,15%,7%,u
GAA glycogen mod,2%,-9%,2%,11µM*
SMN2 splice enh,-5%,x,x,-13%
GoLoco inh red,2%,2%,1%,20%
aGal spleen mod,-4%,-2%,-5%,-9%
GAA inh,-2%,u,-14%,6%
aGlu spleen mod,-7%,2%,-4%,5%
ALDH1A1 block,4%,-1%,u,16%

Source: PubChem
